SENP8 block: blocks human SENP8 cleavage of Nedd8 substrate. 0.64% of 360,000 active. inhibition, % at 20 µM. AID 602440. recombinant SENP8, Nedd8 substrate fluorescence; in the data active means inhibition mostly above about 40%, no sharp cut-off; inactive means mostly below about 27%
Target sequence (Q96LD8 whole entry, looked up): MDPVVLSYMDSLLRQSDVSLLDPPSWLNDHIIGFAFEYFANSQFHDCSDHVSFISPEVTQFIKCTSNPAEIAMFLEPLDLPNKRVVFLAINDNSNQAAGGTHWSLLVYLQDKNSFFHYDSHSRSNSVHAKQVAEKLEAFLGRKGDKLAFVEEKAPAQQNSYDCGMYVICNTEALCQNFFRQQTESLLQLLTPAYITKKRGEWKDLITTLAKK
SENP1 inh: SENP1 (human) catalytic domain inhibition; recombinant SENP1 catalytic domain, CyPet-SUMO1-YPet FRET cleavage; 0.21% of 360,000 active; inhibition, % at 10 µM;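 active means inhibition at least 30% at 10 µM, raw YFP signal under a set limit, fluorescence ratio 0.5 to 1.5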;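 further: 0% = enzyme with DMSO and 100% = no enzyme wells; some results filed as inactive read as strong as hits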
Target sequence (Q9P0U3 419-644 limits assumed): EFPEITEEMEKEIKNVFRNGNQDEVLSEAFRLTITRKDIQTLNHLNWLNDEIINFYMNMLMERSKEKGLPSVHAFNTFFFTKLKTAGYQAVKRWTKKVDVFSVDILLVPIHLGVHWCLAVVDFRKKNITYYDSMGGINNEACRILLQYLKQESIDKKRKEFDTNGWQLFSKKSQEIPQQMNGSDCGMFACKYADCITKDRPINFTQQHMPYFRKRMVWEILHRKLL
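material = recombinant human SENP1 catalytic domain, His6-tagged | quantity = 20 pM enzyme | reagent = 25 nM SUMO1 FRET substrate | compound dosing = 10 µM single point, 0.5% DMSO | timing = 50 min enzyme reaction, room temperature, light-protected | detection = FRET, CFP and YFP emission | control set = no-enzyme low, enzyme-DMSO high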
Active calls of the source: *; i = inactive.

SMILES	SENP8 block	SENP1 inh
COc1ccc(NC(=O)C2(C)Cc3c(-c4ccc(C(N)=O)cc4)ccnc3O2)cc1 (stereo unspecified)	14	1
Cc1ccc(Cc2c(C3CCCCC3)nc3ccc(Cl)cn23)cc1	-54	-4
CCc1nc2c(OCc3ccc(F)c(F)c3)cccn2c1N(C)C(=O)c1cccs1	7	3
CC1(C(=O)NS(=O)(=O)C2CC2)CCN(C(=O)C2(c3ccc(Cl)cc3)CCCC2)C1 (stereo unspecified)	3	-1
CC1(C(=O)NS(=O)(=O)c2ccccc2C(F)(F)F)CCN1C(=O)COc1ccc(Cl)cc1 (stereo unspecified)	17	-1
CC(C)C(=O)N1CCCC1(C)C(=O)NCc1ccc(Cl)cc1 (stereo unspecified)	12	3
COc1ccc(-c2ccc3c(c2)c(Sc2ccccc2)c(-c2ccccc2)n3C)cn1	-278	2
O=S1(=O)CC(N2CCN(CCO)CC2)CN1Cc1cn(Cc2ccccc2C(F)(F)F)nn1 (stereo unspecified)	22	-2
C=C[C@H]1C(C(=O)OCC)=CC[C@@H](c2ccccc2)N1S(=O)(=O)c1ccc(C)cc1	14	4
COc1ccc(NC(=O)c2cc(C3CCCCN3C(=O)c3cc(F)ccc3C)on2)c(C)c1 (stereo unspecified)	15	0
CC(C)C[C@H]1CNC(=O)C(=O)N1C[C@@H]1CCCN1C[C@H](Cc1ccccc1)N1C[C@H](Cc2ccccc2)N(CCc2ccccc2)C(=O)C1=O	11	-3
CCCCc1c(-c2ccc(OC)cc2)ncn1CCc1ccccc1OC	8	-2
Cc1cc(F)ccc1C(O)c1ncc(-c2ccc(Cl)cc2)[nH]1 (stereo unspecified)	13	0
C=CCNc1ncnc2c1ncn2[C@H]1CN(Cc2ccc(-c3ccccc3)cc2)C[C@@H](CO)O1	4	1
CC1(C(=O)Nc2ccc3c(c2)OCO3)CCN1C(=O)CCc1ccc(Cl)cc1Cl (stereo unspecified)	14	0
CCOC(=O)N1CCN(C(c2ccnc3ccccc23)c2nnnn2-c2c(C)cccc2C)CC1 (stereo unspecified)	25	0
COc1ccc(Cc2c(-c3ccc(Cl)cc3)nc3c(C)cc(Br)cn23)c(C)c1	-4	7
CC(C)NC(=O)c1ccc(-c2ccc(F)c(F)c2)c2ccoc12	5	-2
CCOC1=C2[C@@H](CN(S(=O)(=O)c3ccc(C)cc3)[C@H]2c2cccc3ccccc23)[C@H]2C(=O)N(C)C(=O)[C@H]2C1	-4	3
CC(C)C(=O)N1CCCC1(C)C(=O)Nc1ccc(-n2cncn2)cc1 (stereo unspecified)	-1	2
c1csc(CNc2nc(Oc3ccncc3)c3sccc3n2)c1	i	-6
OC(c1cccc(CN2CCCCC2)c1)c1ncc(-c2cccc3ccccc23)[nH]1 (stereo unspecified)	-284	1
Cn1cc(-c2csc(C(O)c3ccc(F)c(F)c3)n2)cn1 (stereo unspecified)	11	2
C/C=C/c1cccc(-c2nc(C(=O)NC3CCC3)cc3c2[C@H](CCO)N(S(=O)C(C)(C)C)C3)c1 (stereo partly specified)	-19	-13
CCCS(=O)(=O)NC(=O)C1(C)CCN(C(=O)CSc2ccccc2)C1 (stereo unspecified)	8	2
CC(C)[C@H](NC(=O)OC(C)(C)C)c1cc(C(=O)NC2CC2)c(N)s1	22	1
COCCN1C(=O)COc2ccccc2C1C(=O)NCc1ccccc1 (stereo unspecified)	-1	-2
O=C(NCc1cccc(Cl)c1)C1Cc2c(-c3ccccc3)ccnc2O1 (stereo unspecified)	21	0
Cc1cc(C)cc(CC(=O)N2CCC2(C)C(=O)NS(=O)(=O)c2cccc(F)c2)c1 (stereo unspecified)	20	1
N#CCc1ccc(-c2cccc3nccn23)cc1	-493	2
CCCOc1ccc(F)cc1-c1cc(C(=O)NCc2ccco2)[nH]n1	10	2
O=C1NC[C@@H](CCCCN2C[C@H](Cc3ccccc3)N(CCC3CCCCC3)C(=O)C2=O)N(CCc2ccccc2)C1=O	10	3
OC(c1cc(F)cc(Cl)c1)c1ncc(-c2ccc(Cl)cc2)[nH]1 (stereo unspecified)	6	-2
CCOC(=O)C1(C)CCCN(C(=O)c2ccc(OC)cc2OC)C1 (stereo unspecified)	24	2
CC(O)(c1cccc(F)c1)c1nc(-c2ccc(S(C)(=O)=O)cc2)cs1 (stereo unspecified)	10	1
COc1ncc(-c2ccc(N3C(c4ccsc4)=Cc4ccccc4C3CC(C)=O)cc2)cn1 (stereo unspecified)	-396	-6
NC(Cc1ccc(F)cc1)c1csc(Nc2nccc(C(F)(F)F)n2)n1 (stereo unspecified)	8	0
COc1ccccc1-c1csc(C(O)c2ccc(F)c(F)c2)n1 (stereo unspecified)	8	-1
Cc1ccc(C(O)c2ncc(-c3cccc4ccccc34)[nH]2)cc1F (stereo unspecified)	-224	-1
O=C(NCCc1cccs1)Nc1ccc2nc([C@@H]3O[C@H](CO)[C@@H](O)[C@H]3O)[nH]c2c1	-7	1

Entries of single compounds as entered above. Order of values: SENP8 block, SENP1 inh
O=C(NCCc1cccs1)Nc1ccc2nc([C@@H]3O[C@H](CO)[C@@H](O)[C@H]3O)[nH]c2c1 is listed as -7, 1
Cc1ccc(C(O)c2ncc(-c3cccc4ccccc34)[nH]2)cc1F (stereo unspecified) is listed as -224, -1
O=C(NCc1cccc(Cl)c1)C1Cc2c(-c3ccccc3)ccnc2O1 (stereo unspecified) is listed as 21, 0

Other records follow.
SMILES	SENP8 block	SENP1 inh
COC(=O)[C@@]1(Sc2ccc(C)cc2)CC(=O)N[C@@H]1c1ccc(Br)cc1	10	3
CS(=O)(=O)N1CCCCC1c1cc(C(=O)Nc2ccc3c(c2)OCO3)no1 (stereo unspecified)	21	-1
CC1(C(=O)NS(=O)(=O)c2ccc(Cl)cc2)CCN1C(=O)c1ccccc1 (stereo unspecified)	12	-1
CC1(C(=O)Nc2ccc3c(c2)OCO3)CCN1C(=O)c1ccco1 (stereo unspecified)	22	0
COc1cc(OC)cc(-c2noc([C@H]3C[C@H](O)[C@@H](CO)O3)n2)c1	7	0
CCOC(=O)[C@]12CCC=C1N(Cc1ccccc1)C(=O)[C@H](CC(=O)N1CCOCC1)C2	11	3
COC(=O)[C@@]12C[C@@H](CC(=O)NCc3ccccc3)C(=O)N(Cc3ccc4c(c3)OCO4)C1=CCC(C)(C)C2	15	2
COc1cc(C(O)c2nc(/C=C/c3ccccc3)cs2)ccc1F (stereo unspecified)	-7	1
CC1(C(=O)NS(=O)(=O)c2ccccc2)CCN1C(=O)C/C=C/c1ccccc1 (stereo unspecified)	15	0
CC1(C(=O)Nc2ccc3c(c2)OCCO3)CSCC(=O)N1CC(F)(F)F (stereo unspecified)	11	4
COc1ccc(F)cc1-c1cc(C(=O)NC2CCCCC2)[nH]n1	7	-2
COc1ccc(-c2coc3c(C(=O)NCC4CC4)cccc23)c(C)c1	17	-1
COC(=O)C[C@@H]1CC[C@@H](NC(=O)Nc2cc(F)ccc2F)[C@@H](CO)O1	22	0
COC(=O)[C@@]12C[C@@H](CC(=O)NCC3CCCCC3)C(=O)N(CCc3ccc(OC)c(OC)c3)C1=CCC(C)(C)C2	17	4
O=C(NC(c1ccc2c(c1)OCO2)c1ccccn1)C1CCN(CCOc2ccc(Cl)cc2Cl)CC1 (stereo unspecified)	12	4
O=C(NCc1ccccc1)C(c1ccccc1F)n1c(=O)c(-c2cc3ccccc3[nH]2)nc2ccccc21 (stereo unspecified)	-409	-15
CCCCn1nnnc1C(c1ccccc1)N1CCN(c2ccc(F)cc2)CC1 (stereo unspecified)	13	3
CN(C)c1ccc(-c2csc(C(O)c3ccc(F)cc3)n2)cc1 (stereo unspecified)	-26	4
O=C(NCc1cccs1)c1cccc2c(-c3ccc(F)c(F)c3)coc12	16	0
O=C(COc1ccccc1CNC[C@H]1O[C@@H](n2ccc(=O)[nH]c2=O)[C@H](O)[C@@H]1O)N1CCCCC1	29	2
CCCCOc1ccc(S(=O)(=O)NC(=O)C2(C)CCN2C(=O)c2cccc(F)c2)cc1 (stereo unspecified)	8	1
COc1ncc(-c2ccc(N3C(c4ccc([N+](=O)[O-])cc4)=Cc4ccccc4C3CC(C)=O)cc2)cn1 (stereo unspecified)	17	48*
COc1ccc(-c2nc3c(C)cc(Br)cn3c2Cc2ccc(C)cc2)cc1OC	-42	5
CC1(C(=O)NS(=O)(=O)c2ccc(F)cc2F)CCN1C(=O)CC(c1ccccc1)c1ccccc1 (stereo unspecified)	6	2
CCc1nc2ccc(C(=O)Nc3ccc4c(c3)OCC(=O)N4)cn2c1N(C)Cc1nccn1C	-2	-12
CCCCN(CCCNC(=S)NCCCc1cnc[nH]1)c1ccc(Br)cn1	8	1
COC(=O)[C@]12CCCCC=C1N(CCc1ccc(OC)c(OC)c1)C(=O)[C@H](CC(=O)N1CCOCC1)C2	34	5
CC(C)CCNC(=O)[C@@H](Cc1ccccc1)NC(=O)CC[C@H]1O[C@@H](n2ccc(=O)[nH]c2=O)[C@H](O)[C@@H]1O	24	-2
Fc1cccc(Cc2c(-c3ccccc3)nc3ccc(Br)cn23)c1	-5	9
COc1ccc(Cl)cc1Cn1c(C)c(C(=O)N(C)Cc2ccc(F)cc2)sc1=O	13	-3
CCCCNC(=O)C[C@@H]1C[C@@]2(C(=O)OCC)CCCC=C2N(Cc2ccco2)C1=O	14	-1
CCNC(=O)C1CCCN(C(=O)c2ccc(-c3ccccc3)cc2)CC1 (stereo unspecified)	2	2
COc1ccc(S(=O)(=O)NC(=O)C2(C)CCN2C(=O)Cc2ccc(C(C)(C)C)cc2)cc1 (stereo unspecified)	14	-2
CCCCN(C)c1c(C)nc2ccc(C(=O)N(C)CCN(C)C)cn12	-2	-7
CN1C=Nc2c(ncn2C2CCC(CO)O2)C1O (stereo unspecified)	21	-1
O=C(NC1CCCC1)C(C1CC1)n1c(C2CCCC2)nc2ccccc21 (stereo unspecified)	4	0
CCc1nc2ccc(C(=O)NCCC(C)C)cn2c1N(C)Cc1nccs1	-3	-7
COc1cccc(C(O)c2nc(-c3cc(F)cc(F)c3)cs2)c1 (stereo unspecified)	20	1
Cn1nc(C2CC2)cc1NC(=O)C1(C)CCN1C(=O)Cc1ccc(-c2ccccc2)cc1 (stereo unspecified)	10	2
O=C(C[C@@H]1CC[C@H](NC(=O)Nc2ccc(F)cc2)[C@@H](CO)O1)NCc1cccc(F)c1	13	2
O=C(NC1CCCC1)c1nc(-c2c(F)cccc2F)oc1-c1ccccc1	-171	6
O=S(=O)(Nc1ccc(O)c2ncccc12)c1ccccc1F	-1	56
CC(C)C[C@H]1CNC(=O)C(=O)N1C[C@@H]1CCCN1C[C@H](Cc1ccccc1)N1C[C@H](Cc2ccccc2)N(CC2CCCCC2)C(=O)C1=O	13	-2
Clc1cccc(CNc2ccn3nc(-c4cccc(OCc5ccccc5)c4)cc3n2)c1	-489	-1
Cc1ccc(S(=O)(=O)N2C[C@H]3[C@H]4C(=O)N(Cc5ccccc5)C(=O)[C@H]4CC(=O)[C@H]3[C@@H]2c2ccccc2F)cc1	-7	3
O=C1NC[C@@H](CCCCN2C[C@H](Cc3ccccc3)N(CCc3ccc(O)cc3)C(=O)C2=O)N(Cc2ccccc2)C1=O	16	4
COC(=O)c1ccc(N2C(c3cccc(OC)c3)=Cc3ccc(F)cc3C2c2c(C)[nH]c3ccccc23)cc1 (stereo unspecified)	-253	-8
CCOc1ccc(-c2noc([C@@H]3O[C@H](CO)[C@@H](O)[C@H]3O)n2)cc1	4	1
CC(=O)Nc1cncc(-c2cccc(N(C)C)c2)n1	-45	-1
COCCNC(=O)C1(C)CCCN(Cc2ccc(OCc3ccccc3)cc2)C1 (stereo unspecified)	-2	1
CC(C)NC(=O)c1cc(-c2ccc(F)cc2OC(C)C)n[nH]1	6	2

By substructure, the entries above containing an NH in an aromatic ring (13)
SMILES	SENP8 block	SENP1 inh
Cc1cc(F)ccc1C(O)c1ncc(-c2ccc(Cl)cc2)[nH]1 (stereo unspecified)	13	0
OC(c1cccc(CN2CCCCC2)c1)c1ncc(-c2cccc3ccccc23)[nH]1 (stereo unspecified)	-284	1
CCCOc1ccc(F)cc1-c1cc(C(=O)NCc2ccco2)[nH]n1	10	2
OC(c1cc(F)cc(Cl)c1)c1ncc(-c2ccc(Cl)cc2)[nH]1 (stereo unspecified)	6	-2
Cc1ccc(C(O)c2ncc(-c3cccc4ccccc34)[nH]2)cc1F (stereo unspecified)	-224	-1
O=C(NCCc1cccs1)Nc1ccc2nc([C@@H]3O[C@H](CO)[C@@H](O)[C@H]3O)[nH]c2c1	-7	1
COc1ccc(F)cc1-c1cc(C(=O)NC2CCCCC2)[nH]n1	7	-2
O=C(NCc1ccccc1)C(c1ccccc1F)n1c(=O)c(-c2cc3ccccc3[nH]2)nc2ccccc21 (stereo unspecified)	-409	-15
O=C(COc1ccccc1CNC[C@H]1O[C@@H](n2ccc(=O)[nH]c2=O)[C@H](O)[C@@H]1O)N1CCCCC1	29	2
CCCCN(CCCNC(=S)NCCCc1cnc[nH]1)c1ccc(Br)cn1	8	1
CC(C)CCNC(=O)[C@@H](Cc1ccccc1)NC(=O)CC[C@H]1O[C@@H](n2ccc(=O)[nH]c2=O)[C@H](O)[C@@H]1O	24	-2
COC(=O)c1ccc(N2C(c3cccc(OC)c3)=Cc3ccc(F)cc3C2c2c(C)[nH]c3ccccc23)cc1 (stereo unspecified)	-253	-8
CC(C)NC(=O)c1cc(-c2ccc(F)cc2OC(C)C)n[nH]1	6	2

Not all compounds are listed, so the mix of outcomes need not match the whole.
